Rpn11 block: Rpn11 (human) deubiquitinase inhibition; human 26S proteasome, Ub4-pepOG fluorescence polarization; 20S core pre-blocked with epoxomicin; calls only at 20 µM; hit rate 0.59% among 360,000;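 active = inhibition at 20 µM, scaled to each plate's controls, above about 33%, limit read from the data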
Target sequence (O00487 whole entry, looked up): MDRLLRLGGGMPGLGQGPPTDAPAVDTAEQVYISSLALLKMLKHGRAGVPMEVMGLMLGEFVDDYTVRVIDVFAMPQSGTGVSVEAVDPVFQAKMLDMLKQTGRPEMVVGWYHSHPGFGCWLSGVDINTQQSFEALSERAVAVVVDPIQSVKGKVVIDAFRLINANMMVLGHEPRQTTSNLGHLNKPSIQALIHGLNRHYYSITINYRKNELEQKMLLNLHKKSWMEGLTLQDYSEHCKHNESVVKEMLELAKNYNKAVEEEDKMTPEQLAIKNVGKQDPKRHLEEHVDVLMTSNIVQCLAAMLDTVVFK
STEP block: blocks human striatal-enriched tyrosine phosphatase | AID 588621 | hit rate 0.25% among 360,000 | recombinant STEP, OMFP fluorogenic substrate, fluorescence | inhibition, % at 20 µM;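 active = inhibition at 20 µM, scaled per plate between control wells, above about 37%, limit read from the data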;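 note: 0% = DMSO with enzyme and substrate and 100% = substrate only without enzyme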
Target sequence (P54829 whole entry, looked up): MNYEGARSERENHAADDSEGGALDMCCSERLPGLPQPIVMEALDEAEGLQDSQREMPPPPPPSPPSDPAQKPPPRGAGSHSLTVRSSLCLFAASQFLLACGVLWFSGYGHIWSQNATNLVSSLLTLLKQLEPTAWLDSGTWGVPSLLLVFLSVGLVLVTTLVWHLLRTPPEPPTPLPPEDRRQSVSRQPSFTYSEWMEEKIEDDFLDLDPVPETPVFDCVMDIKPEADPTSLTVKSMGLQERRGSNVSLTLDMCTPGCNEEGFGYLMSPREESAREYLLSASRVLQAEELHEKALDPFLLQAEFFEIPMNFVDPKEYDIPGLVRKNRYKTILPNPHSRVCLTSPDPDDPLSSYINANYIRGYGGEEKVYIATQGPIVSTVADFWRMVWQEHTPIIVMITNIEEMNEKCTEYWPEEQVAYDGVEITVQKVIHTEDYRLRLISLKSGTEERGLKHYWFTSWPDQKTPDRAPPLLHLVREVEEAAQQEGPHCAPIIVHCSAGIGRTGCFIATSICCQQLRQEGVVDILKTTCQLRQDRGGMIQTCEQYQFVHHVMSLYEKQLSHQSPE
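Material: STEP (striatal-enriched tyrosine phosphatase) enzyme, cell-free | Medium: 50 mM Bis-Tris pH 6.0 with 2.5 mM DTT and 0.005% Tween 20 | Read-out: Percent inhibition scaled to no-enzyme and uninhibited-enzyme controls, plate-pattern corrected | Signal: Fluorescence read at 480 nm ex / 540 nm em | Times: 20 min reaction, room temperature, in the dark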
CendR NRP1 mod: modulators of CendR peptide binding to human neuropilin-1. O14786. FAM-RPARPAR peptide binding to NRP-1, fluorescence polarization. hit rate 0.85% among 360,000. inhibition, % at 25 µM;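 active = inhibition or corrected inhibition above about 18%, plus a signal ratio from 0.5 to 1.5, limit read from the data, passing the limit was not always enough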; note: strong numbers were not always called active
SKN-1 inh: inhibitors of C. elegans SKN-1; C. elegans VP596 Pgst-4::GFP/RFP ratio, acrylamide-induced, 24 h; inhibition, % at 21.8 µM; hit rate 0.49% among 360,000;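 active = interference check ratio from 0.5 to 1.5 plus GFP to RFP signal ratio inhibition reaching or exceeding a fixed threshold, cut at about 30% in these data, passing the limit was not always enough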; note: some compounds called inactive have numbers as strong as hits
Scp-1 inhibitor: blocks human Scp-1 phosphatase activity; Q9GZU7; Recombinant Scp1, phosphopeptide, malachite green phosphate absorbance; inhibition, % at 20 µM; hit rate 0.88% among 340,000;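 active = inhibition above about 50% at 20 µM, limit read from the data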;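 note: plate controls were DMSO wells with enzyme for no effect and wells lacking enzyme for full effect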
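System: truncated SCP-1 phosphatase (76-261aa); medium: Tris acetate buffer pH 5.5 with MgCl2 and Tween-20; incubation: 45 min room-temperature reaction, 5 min colour, 30 min stabiliser; compound: single 20 µM dose, 1% DMSO; reagent: Phosphorylated 17-residue peptide substrate; read-out: % inhibition at 20 µM; technique: colorimetric free-phosphate detection, absorbance 630 nm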
SUMO1-SIM PPI: alters human SUMO1 binding to SIM partners. P63165. SUMO1 binding to a labelled peptide, TR-FRET, 1 h. inhibition, % at 20 µM. hit rate 0.33% among 360,000. AID 602429; in the data active = inhibition above about 37%
MT1-MMP act inh: blocks activation of human MT1-MMP. GFP/RFP ratio change, % at 20 µM. P50281. hit rate 0.061% among 360,000. HT1080 RFP-PRO-GFP cells, GFP/RFP ratio fluorescence, overnight; percent of plate control window, DMSO zero. AID 651647;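 active = GFP/RFP ratio change of at least 30% with cell ATP level not reduced by more than half and red fluorescence within 50% of control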; note: strong numbers were not always called active
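system = RFP-PRO-GFP reporter HT1080 cells | dosing = 20 µM single dose, 1% DMSO | timing = overnight cell settling, then overnight compound exposure, 37 °C, 5% CO2 | read-out basis = GFP/RFP fluorescence ratio | controls = DMSO and RFP-L50D-GFP cell wells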
NadD inh: inhibitors of Staphylococcus aureus NadD; purified NadD enzyme, colorimetric absorbance read-out; inhibition, % at 20 µM; hit rate 0.78% among 360,000; AID 602399; in the data active = inhibition above about 26%; note: some compounds past the cut are filed as inactive
DNMT1 inh: blocks human DNA methyltransferase DNMT1; DNMT1 molecular beacon, Hinp1I cleavage, fluorescence; inhibition (reported as % activation of signal), % at 10 µM; hit rate 0.83% among 360,000; AID 588458; in the data active = inhibition above about 50%
LMPTP inh: blocks human LMPTP phosphatase; P24666; recombinant LMPTP-A, OMFP fluorogenic substrate, fluorescence intensity; inhibition, % at 20 µM; AID 651560; hit rate 0.22% among 360,000;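 active = compounds that cut the enzyme signal by at least half of the control window in the single-dose screen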;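 note: plate controls were DMSO wells with enzyme plus substrate for no effect and substrate without enzyme for full effect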
Target sequence (P24666 whole entry, looked up): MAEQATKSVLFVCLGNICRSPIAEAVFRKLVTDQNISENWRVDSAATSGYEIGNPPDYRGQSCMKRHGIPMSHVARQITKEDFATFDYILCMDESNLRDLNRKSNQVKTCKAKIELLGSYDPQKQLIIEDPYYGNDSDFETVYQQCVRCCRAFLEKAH
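Assay system: LMPTP-A enzyme. Input: 0.625 nM LMPTP-A final. Probe or stimulus: 400 µM OMFP. Compound dosing: single 20 µM dose. Schedule: 50 min dark incubation at room temperature. Detection: fluorescence intensity of OMFP turnover product. Read-out: percent inhibition versus substrate-only and uninhibited controls. Benchmarks: no-enzyme low control, uninhibited high control.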
An asterisk follows results filed as active; i = inactive; · = no result given.

SMILES	Rpn11 block	STEP block	CendR NRP1 mod	SKN-1 inh	Scp-1 inhibitor	SUMO1-SIM PPI	MT1-MMP act inh	NadD inh	DNMT1 inh	LMPTP inh
CCC(Oc1ccccc1)C(=O)NC1C(=O)N2C1SC(C)(C)C2C(=O)O (stereo not drawn)	i	0	-19	3	-8	6	-4	6	-2	-0.6
O=S(=O)(O)c1nc2ccccc2[nH]1	i	-1	2	-8	-1	-1	2	-2	0	-0.8
CCOCc1nnc(NC(=O)C2CC(=O)N(C3CCCC3)C2)s1 (stereo not drawn)	i	-1	10	8	-7	-2	-1	-13	1	-0.4
COc1ccc(CCNC(=O)Nc2ccc3nc([C@@H]4O[C@H](CO)[C@@H](O)[C@H](O)[C@H]4O)[nH]c3c2)cc1Br	i	2	3	9	·	7	8	-4	-4	-2.7
CCN(CC)C(=O)c1ccc(Cc2cn(C)c3ccccc23)nc1	i	5	-6	26	·	-3	1	13	4	0.0
CCOc1ccc(NC(=O)/C(C#N)=C\c2ccc(N3CCCC3)c(C)c2)cc1	·	-7	-188	-1	-10	-4	-65	8	38	-3.4
CCOc1ccccc1OCCn1nc2ccccc2n1	i	-2	11	23	-8	5	0	-3	1	-2.4
COc1ccc(-c2nnc(-c3ccc(Br)o3)o2)cc1OC	i	13	-7	36*	-40	-11	2	-20	3	0.5
Cc1[nH]n2c(=O)c3c(nc2c1-c1ccccc1)CCCC3	i	3	5	11	6	10	3	1	-1	1.6
O=C(O)CC1COc2ccccc2N1C(=O)c1ccccc1Cl (stereo not drawn)	i	2	0	1	-1	1	1	-3	-1	-0.7
CN(CCCC(=O)Nc1ccccc1F)S(=O)(=O)c1ccc(F)cc1	i	-3	13	8	-2	3	6	-6	-1	0.3
COc1cc(NS(=O)(=O)c2ccc(NC(=S)NC(=O)c3sc4cc(F)ccc4c3Cl)cc2)nc(OC)n1	i	2	-33	2	-2	29	-3	35*	3	2.3
CC1Cc2cc(/C=C3/SC(N4CCC(C(N)=O)CC4)=NC3=O)ccc2O1 (stereo not drawn)	i	1	-11	-5	-4	-26	-5	1	-3	1.7
Cc1cccc(N2CCN(C(=O)Cn3cccc3)CC2)c1C	i	3	-12	5	-5	3	7	3	-1	-1.1
NC(=S)N/N=C/c1ccccc1	i	1	-7	8	-5	-2	0	6	-2	-2.3
CCN1C(=NCc2ccc(OC)cc2)N[C@@H](c2ccccc2)[C@H](C(=O)OC)[C@H]1C	i	-3	18	0	8	-1	2	4	-2	-1.7
CCCCC#Cc1cncc(C(=O)NN)c1	i	1	3	-19	-1	-1	-7	-1	2	-2.1
COCCOC(=O)C1=C(C)NC(=O)NC1c1cn(-c2ccccc2)nc1-c1cccs1 (stereo not drawn)	i	-1	-3	2	-6	1	3	1	-3	0.2
O=C(NCc1ccc(F)cc1)c1cc(C2CCCCN2C(=O)c2ccc3c(c2)CCO3)on1 (stereo not drawn)	i	1	3	19	·	-1	4	2	2	0.2
O=C(Oc1c(-c2ccccc2)c(=O)n2c3c(cccc13)CC2)c1ccccc1	i	-2	0	-1	-20	4	0	-7	-2	1.5
CN1CCN(c2ccc(NC(=O)c3cccs3)cc2)CC1	i	2	10	3	7	0	-1	-5	6	3.5
Cc1cccc(OCc2nnc(SCC(=O)N3CCCC3)n2C)c1	i	-2	2	17	-7	2	1	-5	-4	-1.1
S=C(Nc1cccnc1)N1CCc2ccccc21	i	-1	6	-2	6	-5	-3	-1	0	0.8
Cc1cccc(C(=O)N2CCCN(C(=O)c3cccc(C)c3)CC2)c1	i	1	-3	14	-2	-3	3	-2	1	-0.9
O=C(CSc1nnc(-c2cccs2)n1-c1ccccc1)Nc1ccccc1	i	0	12	21	-6	-17	2	9	24	-2.2

Next records:
SMILES	Rpn11 block	STEP block	CendR NRP1 mod	SKN-1 inh	Scp-1 inhibitor	SUMO1-SIM PPI	MT1-MMP act inh	NadD inh	DNMT1 inh	LMPTP inh
CCOC(=O)C1CCN(C=Nc2cc(C)on2)CC1	i	-3	4	-1	4	-3	3	-1	-2	0.1
O=C(CSc1nc2[nH]ncc2c(=O)[nH]1)Nc1ccccc1F	i	-3	1	1	-3	4	3	0	-3	-0.5
COc1ccccc1Nc1nc(NCc2ccco2)nc(N)c1[N+](=O)[O-]	i	-2	4	7	-4	-1	-7	1	-4	2.6
CCCc1cc(=O)oc2cc(O[C@@H]3O[C@H](CO)[C@@H](O)[C@H](O)[C@H]3O)ccc12	i	-2	-11	1	-8	2	-9	-5	-1	-0.5
Cc1ccc(SCCC(=O)NC(C)C)cc1	i	1	0	-7	-2	5	4	4	1	-1.7
O=C(OCc1csc(Nc2ccccc2)n1)c1ccc(Cl)cc1	i	-3	3	8	-4	1	1	-5	-19	4.2
COc1ccc(OCC(=O)Nc2ccc(S(=O)(=O)Nc3nc(C)cc(C)n3)cc2)cc1	i	1	-8	20	-1	2	·	-1	-5	-0.7
CCNc1nc(Cl)nc(NNC(=O)C(C)Oc2ccccc2)n1 (stereo not drawn)	i	-5	0	-3	1	1	-3	-3	2	-1.5
CC(Sc1nc2ccccc2s1)C(=O)c1c(N)n(C)c(=O)n(C)c1=O (stereo not drawn)	i	1	0	3	-11	5	2	-4	1	-1.6
Cc1ccc(S(=O)(=O)N2CCN(C(=O)COC(=O)C3CCC3)CC2)c(C)c1	i	0	-9	8	-8	7	3	-4	0	-0.3
Cn1c(SCC(=O)Nc2ccc3c(c2)OCCO3)nnc1C1CC1	i	-4	11	12	-4	1	1	9	-2	-0.9
COCCn1cc(-c2csc(N)n2)c2ccccc21	i	1	-6	8	-4	-1	-24	2	-8	-1.4
CN(c1ccc(C(=O)N2CCOCC2)cc1)S(=O)(=O)c1cccs1	i	-4	10	9	-8	-1	0	-6	2	-3.9
COc1ccc(C(C)=O)cc1CSCCC#N	i	0	1	4	4	-1	1	1	0	0.0
O=C(Nc1ccccc1)c1ccc(COc2ccccc2)cc1	i	-3	6	10	-4	0	1	-1	11	-2.9
O=C(NCc1ccncc1)[C@@H]1CCCN1C(=O)[C@@H]1CCCN1C(=O)c1cccs1	·	·	-6	-10	·	0	5	5	·	0.5
COc1ccc(CCNC2=C(Cl)C(=O)N(CCc3ccccc3)C2=O)cc1OC	i	-8	0	5	-14	-12	-5	-15	3	1.9
CCOC(=O)N1CCN(C(=O)C2CCC(=O)N(CCCN3CCCC3=O)C2)CC1 (stereo not drawn)	i	-3	-1	11	-5	2	3	0	2	-1.5
CCOc1ccc(OCCC(=O)OCC(=O)N2CCN(S(=O)(=O)c3ccc(Cl)cc3)CC2)cc1	i	2	2	-5	39	13	4	-4	18	5.7
Cc1ccc(C(=O)Nc2cc(Cl)ccc2N2CCCCC2)s1	i	3	-2	5	-2	2	-3	2	-1	3.7
COc1cc(OC)c(C(=O)N(CCc2ccccc2)Cc2ccccc2)cc1OC	i	2	4	0	-7	2	-1	-5	1	0.0
Oc1ccccc1/C=N/Nc1ccccc1	i	-1	0	10	-7	-4	-6	2	13	1.0
C=CCN(C(=O)c1csnn1)C(C(=O)NC1CCCC1)c1ccc(F)cc1 (stereo not drawn)	i	-1	13	-3	-2	5	3	-7	3	-1.5
Nc1ccn([C@@H]2O[C@H](CNCc3cc(Br)ccc3OCc3ccccc3)[C@@H](O)[C@H]2O)c(=O)n1	i	1	-3	1	·	0	1	0	0	0.0
NC(=S)Cc1ccc(Cl)cc1Cl	i	4	5	-4	-5	4	-2	-9	1	-0.1

Following part:
SMILES	Rpn11 block	STEP block	CendR NRP1 mod	SKN-1 inh	Scp-1 inhibitor	SUMO1-SIM PPI	MT1-MMP act inh	NadD inh	DNMT1 inh	LMPTP inh
O=C(CCCSc1ccc(Cl)cc1)Nc1ccccc1O	i	-1	6	-19	-12	8	3	-12	-1	3.1
CCOC(=O)C1=C(C)NC(C)=C(C(=O)OCC)C1C(=O)OCC(=O)NCc1ccccc1OC	i	1	9	3	-12	-2	-2	-2	1	-0.9
CC(C)C(NC(=O)CN1C(=O)c2ccccc2S1(=O)=O)C(C)C	i	2	3	6	-12	5	-1	-1	0	-0.4
CCOC1=C2[C@H](c3cccs3)N(S(=O)(=O)c3ccc(C)cc3)C[C@H]2n2c(=O)n(-c3ccccc3)c(=O)n2C1	i	0	2	5	·	1	-4	13	-2	0.6
CC1Cc2ccccc2N1C(=O)CN1CCC(n2nnc3cc(C(F)(F)F)ccc32)CC1 (stereo not drawn)	i	-1	9	-14	-4	-1	-7	-2	-3	-2.7
c1ccc(-c2nc(NC3CC3)nc(-n3ccnc3)n2)cc1	i	3	-1	11	0	6	5	0	4	0.7
Cc1ccc(S(=O)(=O)N2CCCCC2)cc1NC(=O)c1cccnc1	i	0	5	12	-2	3	6	1	3	0.6
CSc1ncccc1C(=O)N1CCN(S(=O)(=O)c2ccccc2)CC1	i	-1	8	15	1	18	0	-7	0	-1.1
CCC(C)NC(=O)c1ccccc1NC(=O)c1ccccc1N(C)S(C)(=O)=O (stereo not drawn)	i	-9	-2	-2	-2	1	2	5	4	0.0
CCc1ccc2oc(C(=O)NCc3ccc(S(N)(=O)=O)cc3)c(C)c2c1	i	4	3	-7	-1	4	0	12	7	1.0
Cc1cc(C(=O)NNC(=O)c2ccc(NC(=O)CC#N)cc2)c(C)o1	i	2	2	15	-11	4	0	0	-4	-3.1
Nc1ncnc2c1ncn2C1O[C@H](CO)[C@@H](O)[C@@H]1O (stereo partly drawn)	i	-2	-2	17	-1	-2	-3	-3	4	-0.3
Cc1ccc2c(CN3CCN(CCO)CC3)cc(=O)oc2c1	i	9	-5	18	-20	-6	2	-4	0	0.9
N#C/C=C/N1CCN(C(=O)c2ccco2)CC1	i	0	-2	-4	-5	-2	-2	-1	1	0.3
NC(=O)[C@H]1CC2(CC(c3cccc(NC(=O)CC(c4ccccc4)c4ccccc4)c3)=NO2)CN1C(=O)C(c1ccccc1)c1ccccc1 (stereo partly drawn)	i	0	30*	7	-9	7	-1	33*	-23	16

Ordered by heavy-atom count (falling): some entries from above.
SMILES	Rpn11 block	STEP block	CendR NRP1 mod	SKN-1 inh	Scp-1 inhibitor	SUMO1-SIM PPI	MT1-MMP act inh	NadD inh	DNMT1 inh	LMPTP inh
CC1Cc2ccccc2N1C(=O)CN1CCC(n2nnc3cc(C(F)(F)F)ccc32)CC1 (stereo not drawn)	i	-1	9	-14	-4	-1	-7	-2	-3	-2.7
CCc1ccc2oc(C(=O)NCc3ccc(S(N)(=O)=O)cc3)c(C)c2c1	i	4	3	-7	-1	4	0	12	7	1.0
CC(C)C(NC(=O)CN1C(=O)c2ccccc2S1(=O)=O)C(C)C	i	2	3	6	-12	5	-1	-1	0	-0.4
N#C/C=C/N1CCN(C(=O)c2ccco2)CC1	i	0	-2	-4	-5	-2	-2	-1	1	0.3
